Screening results as filed in PubChem BioAssay.
AI-2 QS mod – Vibrio harveyi AI-2 quorum sensing modulation. AID 2094. Vibrio harveyi JMH597 AI-2 luminescence/OD600 ratio, 9 h; stronger effect = lower value; strain lacks LuxN and CqsS sensors; 0 = neutral-control median. hit rate 0.4% among 300,000. activity change, % at 7.5 µM; in the data active means activity change below about -75%, passing the limit was not always enough; inconclusive means no clear call, values can overlap the other calls;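 further: luminescence divided by OD600 gain over 9 h not by final OD600 alone; inactives centre near 13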
HSP90 inh – inhibitors of HSP90 luciferase refolding in rabbit reticulocyte lysate | luciferase refolding luminescence, 3 h | AID 1789 | inhibition, % at 5.6 µM | hit rate 0.91% among 290,000;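 active means inhibition above the screen-wide mean plus 3 SD, computed separately per campaign, cut at about 16% in these data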;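 further: 0% = DMSO wells and 100% = 60 µM geldanamycin wells; inhibitors lower the luminescence because luciferase stays unfolded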
Platelet DG rel – modulates dense granule release in human platelets; human platelet-rich plasma, SFLLRN dense granule ATP release, luminescence; inhibition, %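 (compounds screened at 7.5 µM in platelet-rich plasma)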; hit rate 0.22% among 300,000;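 active means mean replicate score, as percent of positive control, at or above 50; inconclusive means mean below 50 but at least one replicate at or above 50; inactive means mean and every replicate below 50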
HSF1 activator – increases HSF-1 driven luciferase reporter signal | NIH3T3-HGL HSF-1 luciferase reporter, MG132, 8 h; 100% = twice DMSO control signal | activation, % at 9 µM | hit rate 1.7% among 300,000 | AID 504408;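 active means mean replicate activation of at least 50% with a set share of replicates each reaching 50%; inconclusive means only one of those two conditions met; inactive means mean below 50% and too few replicates reaching it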;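 further: 0% = median of the neutral control wells and 100% = twice that signal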
HDAC3 inhib – human HDAC3 inhibition. O15379. recombinant HDAC3, fluorogenic peptide/trypsin coupled, fluorescence. inhibition, % at 8.3 µM. hit rate 0.15% among 320,000. AID 2718; in the data active means inhibition above about 26%, passing the limit was not always enough; inconclusive means no clear call, values can overlap the other calls
Target sequence (O15379 whole entry, looked up): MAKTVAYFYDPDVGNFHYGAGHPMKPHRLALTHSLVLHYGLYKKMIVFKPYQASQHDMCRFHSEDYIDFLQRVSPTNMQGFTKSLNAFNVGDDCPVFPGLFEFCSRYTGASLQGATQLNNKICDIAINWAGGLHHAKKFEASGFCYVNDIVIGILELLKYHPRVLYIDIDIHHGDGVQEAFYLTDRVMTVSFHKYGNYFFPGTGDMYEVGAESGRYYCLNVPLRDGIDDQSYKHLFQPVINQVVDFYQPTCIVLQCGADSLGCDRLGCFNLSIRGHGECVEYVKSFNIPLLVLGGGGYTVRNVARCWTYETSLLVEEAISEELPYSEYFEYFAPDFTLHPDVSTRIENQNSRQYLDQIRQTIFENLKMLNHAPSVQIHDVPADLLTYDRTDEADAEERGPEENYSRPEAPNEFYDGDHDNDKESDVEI
GSK3A inh – human GSK-3 alpha kinase inhibition. P49840. ADP-Glo luminescence, 60 min. inhibition, % at 10 µM. hit rate 0.1% among 320,000;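 in the data active means inhibition above about 50%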;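 further: GST-tagged GSK-3 alpha with peptide substrate and 25 µM ATP; 0% = DMSO neutral wells and 100% = GW8510 positive control wells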
PolyA inhibitor – inhibitors of polyadenylation in S. cerevisiae; S. cerevisiae SKY197-pL101 polyadenylation reporter, beta-gal luminescence; efflux-impaired pdr1/pdr3 knockout yeast; score 100 = 6 SD above DMSO; hit rate 0.02% among 300,000; calls only at 12 µM; AID 1875;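 active means lowest replicate activity score at least 50, where 100 means six control SD above control mean; inconclusive means lowest score under 50 but half or more replicates reach 50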;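 further: yeast exposed to compound for 9 h at 30 °C; higher score means more reporter readthrough which indicates perturbed polyadenylation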
HSF1 inh – HSF1 inhibition. NIH3T3-HGL HSE-luciferase, MG132-induced, luminescence 8 h; stronger effect = lower value. activity change, negative = inhibition, % at 7.5 µM (by protocol). hit rate 0.77% among 300,000;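 active means more than half of replicate wells show activity change below -50%, luminescence cut by over half; inconclusive means some wells, but at most half, below -50%; inactive means no replicate well below -50%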;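 further: luciferase reports HSF-1 transcriptional activity via heat shock element; 0% = median of DMSO wells and -100% = zero luminescence signal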
DYRK1A inh – blocks rat Dyrk1A kinase activity. Q63470. ADP-Glo luminescence, NFATc1 peptide. inhibition, % at 12.5 µM. hit rate 0.43% among 310,000. AID 504441; in the data active means inhibition above about 50%;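 further: plate controls were vehicle with enzyme for no effect and no enzyme for full effect; many of its hits are not listed in these tables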
GSK3beta inhib – human GSK3beta kinase inhibition; P49841; AID 2097; activity score (negative = inhibition), % at 10 µM; hit rate 0.038% among 300,000; GST-GSK3beta kinase, ADP-Glo luminescence, 60 min; stronger effect = lower value;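 active means more than half of replicate wells score below -50%, meaning over 50% inhibition versus plate controls; inconclusive means some replicates but at most half score below -50%; inactive means no replicate scores below -50%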;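 further: 0% = median DMSO wells and -100% = median GW8510 positive control wells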
Target sequence (P49841 whole entry, looked up): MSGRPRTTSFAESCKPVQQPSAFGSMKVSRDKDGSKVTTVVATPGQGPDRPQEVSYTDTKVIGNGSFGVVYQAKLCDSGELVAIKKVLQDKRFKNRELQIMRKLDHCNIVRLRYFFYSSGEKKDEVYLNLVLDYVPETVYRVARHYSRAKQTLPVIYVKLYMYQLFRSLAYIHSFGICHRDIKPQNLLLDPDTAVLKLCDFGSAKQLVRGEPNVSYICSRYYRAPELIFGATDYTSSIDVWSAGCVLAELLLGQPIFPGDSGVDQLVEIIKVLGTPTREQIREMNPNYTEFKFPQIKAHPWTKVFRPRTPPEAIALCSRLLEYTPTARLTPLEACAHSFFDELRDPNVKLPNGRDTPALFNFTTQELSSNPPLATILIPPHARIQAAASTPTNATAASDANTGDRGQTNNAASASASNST
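Test system: GST-tagged human GSK3beta kinase, cell-free; evaluation: activity score scaled between in-plate DMSO and GW8510 controls; measured by: ADP-Glo luminescence; incubation: 60 min reaction, RT; benchmarks: DMSO and 20 µM GW8510; reagent: peptide substrate plus 25 µM ATP (final); medium: Tris/MgCl2 kinase buffer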
* = called active by the depositor; i = inactive; u = inconclusive; x = not tested or not shown. An excerpt (hit frequency here may not be typical).

nr	SMILES	AI-2 QS mod	HSP90 inh	Platelet DG rel	HSF1 activator	HDAC3 inhib	GSK3A inh	PolyA inhibitor	HSF1 inh	DYRK1A inh	GSK3beta inhib
1	COc1ccc(CCNC(=O)C(=O)c2c[nH]c3ccccc23)cc1OC	11	13	9	6	-3	-2	i	-3	0	-3
2	Cn1c(CO)cnc1SCC(=O)c1ccc(Cl)cc1	45	4	-4	80*	12	1	i	48	1	2
3	O=C(CSc1nnc(SCc2ccc(Cl)cc2)s1)N/N=C/c1ccc(C(=O)O)cc1	15	2	2	21	-1	4	i	-3	-7	1
4	CCOC(=O)c1sc(NC(=O)c2ccc(Br)o2)cc1C	17	-5	34	49	0	-3	i	24	-2	4
5	Cc1cccc(COCC(Cc2ccccc2)N2CCN(C(=O)c3cccc(C)c3)CCC2=O)c1 (centres undefined)	21	0	11	-20	8	0	i	2	8	-2
6	c1csc(-c2ccc(N3CCOCC3)nn2)c1	31	28*	30	19	-5	9	i	8	9	-6
7	COc1ccc(/C(N)=N/O)cc1O	18	-3	2	9	3	-1	i	-6	1	3
8	CCOC(=O)Cc1cc(=O)n2[nH]c(C)cc2n1	4	-3	0	4	x	4	i	-9	-7	4
9	Fc1ccc(-c2ccc(/C=N/n3cnnc3)o2)cc1	-9	1	-13	-2	5	0	i	-1	4	4
10	CN(C)c1nc(N(C)C)nc(N(C#N)Cc2ccc(Cl)cc2)n1	29	4	14	-4	3	-1	i	-1	-4	0
11	Cc1ccccc1NC(=O)CNC(=O)c1ccc(C(F)(F)F)cc1	16	0	-13	1	x	x	i	6	-2	3
12	N/C(=N\c1nc2ccccc2o1)NC(=O)c1ccc(Cl)cc1	13	4	-7	-57	-2	9	i	-40	-1	3
13	CN(C)S(=O)(=O)c1ccc(C(=O)OCC(=O)NC(=O)NCc2ccccc2)cc1	-17	0	10	-4	8	0	i	-4	-2	0
14	CCCc1nc(N2CCCC2)c(C#N)c2c1CCCC2	8	2	2	-8	-7	-1	i	-2	4	1
15	COc1ccc(CNC(=O)N2CCN(S(=O)(=O)c3ccc(C)cc3C)CC2)cc1	10	0	-1	-13	3	1	i	-5	8	0
16	Cc1c(C(c2cccc([N+](=O)[O-])c2O)c2c(C)n(C)n(-c3ccccc3)c2=O)c(=O)n(-c2ccccc2)n1C	10	2	u	5	0	0	x	4	1	4
17	CCc1nnc(NC(=O)/C=C/c2cccs2)s1	20	-1	-10	4	-2	0	i	-3	1	1
18	Cc1cccc(CC(=O)NCCS(=O)(=O)N2CCN(c3cccc(Cl)c3)CC2)c1	19	x	4	3	8	0	i	0	1	-3
19	Cc1nnc2ccc(-c3ccc(NS(=O)(=O)c4ccc(F)cc4F)cc3)nn12	16	x	17	-4	0	2	i	12	10	5
20	COc1ccc(NC(=O)c2ccc(C(=O)c3cc(OC)ccc3OC)cc2)cc1	5	-1	-6	5	0	9	i	-5	-14	-3
21	CNC(=O)c1c(NC(=O)CS(=O)(=O)c2ccccc2)sc(C)c1C	21	x	0	-1	x	x	i	-10	-12	-1
22	Cc1nn(C)c(C(=O)NC(=S)Nc2ccccc2Br)c1Cl	31	0	8	32	-2	-1	i	30	2	1
23	CN(C)c1cccc2c(S(=O)(=O)N3CCOCC3)cccc12	4	3	2	1	6	-2	i	-15	2	2
24	CN(C)S(=O)(=O)c1ccc(C(=O)NCc2ccccc2)cc1	-37	-4	-21	-6	-1	0	x	-5	5	0
25	CCOC(=O)c1ccc(NC(=S)NCCCN2CCN(C3CCCCC3)CC2)cc1	7	3	8	3	4	-2	i	3	1	4
26	Cc1cc(OC(=O)c2ccc(C(F)(F)F)cc2)c([N+](=O)[O-])c(=O)[nH]1	16	-1	19	8	0	2	i	-1	-4	-1
27	COc1cccc(N2CCN(C(=O)c3ccc(CS(=O)Cc4ccccc4Cl)o3)CC2)c1 (centres undefined)	19	-2	-4	42	6	1	i	27	2	2
28	COc1ccc(C(=O)N2CCN(Cc3ccccc3C(F)(F)F)CC2)cc1	18	3	-2	5	-2	0	i	-4	-3	2
29	Cc1onc(-c2c(Cl)cccc2Cl)c1C(=O)Nc1c(C)n(C)n(-c2ccccc2)c1=O	12	-1	-3	1	x	x	i	-6	-4	1
30	O=C(NCC12CC3CC(CC(C3)C1)C2)c1nn2c(c1Cl)NC(c1ccco1)CC2C(F)(F)F (centres undefined)	14	2	8	4	-4	2	i	1	1	1

(continued)
nr	SMILES	AI-2 QS mod	HSP90 inh	Platelet DG rel	HSF1 activator	HDAC3 inhib	GSK3A inh	PolyA inhibitor	HSF1 inh	DYRK1A inh	GSK3beta inhib
31	CC(C)(C)c1cc(NC(=O)COC(=O)C2CC2)n(-c2ccccc2)n1	x	0	x	-7	u	-3	i	-4	-6	x
32	Cc1ccccc1CS(=O)(=O)Cc1ccc(C(=O)NCc2ccco2)o1	20	1	7	-17	3	-4	i	1	-5	-1
33	Cc1cc(=O)oc(C)c1C(=O)NCc1ccccc1	15	1	1	-10	4	-3	i	-7	-4	1
34	CCCC1CCC(=NNC(=O)CNc2ccc(OC)cc2)CC1 (centres undefined)	7	0	-2	-13	2	-3	i	-4	2	-3
35	C=CC[n+]1c(-c2ccc(Cl)cc2Cl)csc1Nc1c(C)n(C)n(-c2ccccc2)c1=O	31	2	1	26	7	3	i	16	-4	-1
36	Cc1ccc(-c2[nH]c3ccccc3c2SCCNC(=O)c2cc3ccccc3oc2=O)cc1	42	2	0	-10	9	-1	i	-2	-4	2
37	Cc1cc(C(=O)NCC(C)(C)N2CCOCC2)c(C)o1	20	x	x	19	-14	-2	i	25	0	-2
38	O=C(Nc1ccc(OC(F)F)c(Cl)c1)[C@@H]1CCCN1C(=O)c1cccs1	10	3	-14	12	4	-8	i	2	-3	4
39	O=C(CN=C1NS(=O)(=O)c2ccccc21)OCC(=O)c1cc(F)ccc1F	10	-2	3	-10	-4	0	i	7	1	1
40	COCc1nnc(NC(=O)c2ccc(OC)cc2OC)s1	17	8	-5	-25	3	-2	i	-5	-1	2
41	O=C(NNC(=O)c1ccccc1[N+](=O)[O-])c1cnccn1	15	2	1	5	4	5	i	-6	3	5
42	Cn1cccc1C(=O)NC(=O)CSc1nnc(C2CC2)n1-c1ccccc1	5	4	-5	22	7	-2	i	-2	-1	0
43	Cn1c(=O)c(C(=O)c2ccccc2)c(O)c2ccccc21	24	x	-1	-1	-1	0	x	-1	x	-4
44	O=C(CSc1n[nH]c(-c2ccccc2Cl)n1)NC1CCCCC1	x	3	-4	11	0	6	i	2	3	x
45	COc1ccc(OC)c(CNC(=O)C2CCN(S(C)(=O)=O)CC2)c1	-4	-3	40	-7	-8	0	i	-4	-4	1
46	COc1ccccc1OCC(=O)Sc1ccc(C)cc1	31	2	1	16	6	0	i	7	-6	-2
47	COc1ccc(Cl)cc1-n1c(N)c(C(N)=O)sc1=S	30	0	-12	-3	-1	-5	i	-1	15	3
48	COc1ccccc1NC(=S)NCCc1ccc(Cl)cc1	7	1	6	10	-2	1	i	-2	-2	2
49	COc1ccccc1N1CCN(C2CCN(C3CCC(c4ccccc4)CC3)CC2)CC1 (centres undefined)	6	1	-15	-1	-12	0	i	-7	x	0
50	Cc1ccc(S(=O)(=O)Nc2nc(C)c(NC(=O)Nc3ccc(Cl)cc3Cl)s2)cc1	-11	1	-4	3	5	-2	i	-3	12	-6
51	CN1CCN(c2nc(NCc3ccco3)nc(N)c2[N+](=O)[O-])CC1	15	0	-3	6	-1	0	i	-1	x	2
52	CC(=O)c1c(C)[nH]c2ccccc2c1=O	12	-2	3	-5	2	-3	i	-14	6	0
53	CC(=O)Nc1ccc(SCc2csc(C)n2)cc1	-8	1	7	24	0	2	i	1	0	-2
54	C/C(=N\N(C)C)C1=C(O)c2ccccc2C1=O	9	-4	-8	2	8	2	i	1	-3	-17
55	COc1ccc(NC(=O)CC2Oc3ccc(C)cc3NC2=O)cc1 (centres undefined)	20	0	10	0	0	x	i	-2	1	2
56	COC(=O)c1sccc1NC(=O)c1ccccc1[N+](=O)[O-]	7	-1	-4	12	4	0	i	0	0	1
57	O=C(NC(Cc1ccccc1)C(=O)O)NC12CC3CC(CC(C3)C1)C2 (centres undefined)	21	-4	-2	11	u	-2	i	-4	-4	2
58	Cc1cc(C)n(CCc2nc(-c3ccc(-c4ccccc4)cc3)cs2)n1	27	1	6	52*	-8	-2	i	35	0	-3
59	Cc1nc2nc(-c3ccc(F)cc3)cn2nc1C	5	-4	x	u	-3	0	i	22	0	-7
60	O=C(Nc1cccc(NS(=O)(=O)c2ccc(S(=O)(=O)NC3CC3)cc2)c1)c1ccccn1	-6	-2	3	18	-4	-1	i	-3	8	12

The list continues:
nr	SMILES	AI-2 QS mod	HSP90 inh	Platelet DG rel	HSF1 activator	HDAC3 inhib	GSK3A inh	PolyA inhibitor	HSF1 inh	DYRK1A inh	GSK3beta inhib
61	CCN(CC)CCn1c(O)c(N=O)c2ccccc21	24	1	3	5	-2	0	i	-7	1	0
62	O=C(c1c(F)cccc1F)N1CCN(c2ncc(Br)cn2)CC1	26	-3	4	-12	-1	2	i	-2	1	0
63	O=C(Nc1ccc2c(c1)OCO2)c1ccc(Br)o1	23	-4	15	23	3	1	i	13	2	2
64	Cn1ccnc1SCC(=O)c1cccc(C(F)(F)F)c1	14	-6	-1	2	6	0	i	-2	-1	1
65	CCOC(=O)c1[nH]c(C(=O)O)c(OC(=O)CC)c1C	23	1	4	-1	4	-3	i	0	1	-1
